HIV RNase H inh = HIV-1 RT RNase H inhibitors, primary screen, biochemical, fluorescence; Gag-Pol polyprotein (Human immunodeficiency virus type 1 group M subtype B (isolate …; RT-RNase H RNA/DNA duplex cleavage; inhibition, % at 10 µM; 65,000 compounds, 1.9% hits; AID 565, 2006; in the data active = inhibition above about 50%
RmlCD inh mix = RmlC and RmlD coupled enzyme inhibitors, primary screen, biochemical, 384-well, compound mixtures, retest. 110,000 compounds, 0.39% hits. inhibition, % at 5.5 µM. RmlC/RmlD coupled enzyme inhibition, 384-well mixture HTS; in the data active = inhibition above about 30%, passing the limit was not always enough; inconclusive = no clear call, values can overlap the other calls; note: strong numbers were not always called active
The depositor's hits bear a star; ? = inconclusive; nt = no result given. This is a subset; the hit share may differ from the screen's.

Molecule | HIV RNase H inh | RmlCD inh mix
O=C(c1nn(Cc2ccccc2)c(=O)c2ccccc12)N1CCN(c2ccccn2)CC1 | -46.9 | 96.4
CC1CCCC(NC(=O)COC(=O)Cc2cn3ccsc3n2)C1C (centres undefined) | -1.5 | -16.2
COC(=O)c1cccc(N(C(=O)c2cnccn2)C(C(=O)NC2CCCCC2)c2cn(C)nc2C)c1 (centres undefined) | nt | 11.3
CCc1nnc(NC(=O)CCC(=O)N2CCN(Cc3ccc(Cl)cc3)CC2)s1 | -4.1 | -9.3
CCOC(=O)c1c(NC(=O)CN(CC)CC)sc2c1CCN(C(=O)OCC)C2 | -37.0 | -15.3
N#Cc1nc(-c2ccccc2F)oc1NCc1ccccc1 | -66.7 | -4.5
CCc1ccc(NCc2nc3ccccc3c(=O)[nH]2)cc1 | nt | 2.8
CCOC(=O)N1CCN(C(=O)CCc2nc3sc4c(c3c(=O)[nH]2)CCCC4)CC1 | -2.5 | nt
O=C(CN1C(=O)C2C3c4ccccc4C(c4ccccc43)C2C1=O)N1CCOCC1 (centres undefined) | -1.1 | -6.1
Cc1ccc(-c2cc(-c3ccccc3)nc(Cl)n2)cc1 | nt | -4.1
CC(=O)Nc1nc2ccc(C(=O)NC3CCCCC3)cc2s1 | nt | -218.3
O=C1NC(=S)SC1=C1CCCC1 | nt | 7.8

Copied from the list.
Under RmlCD inh mix, Cc1ccc(-c2cc(-c3ccccc3)nc(Cl)n2)cc1 is entered as -4.1
Under HIV RNase H inh, CCOC(=O)N1CCN(C(=O)CCc2nc3sc4c(c3c(=O)[nH]2)CCCC4)CC1 is entered as -2.5
Under RmlCD inh mix, CCOC(=O)c1c(NC(=O)CN(CC)CC)sc2c1CCN(C(=O)OCC)C2 is entered as -15.3
Under RmlCD inh mix, O=C1NC(=S)SC1=C1CCCC1 is entered as 7.8

Continued:
Molecule | HIV RNase H inh | RmlCD inh mix
O=C(c1cccc(F)c1)N1CCN(S(=O)(=O)c2ccc(C(F)(F)F)cc2)CC1 | -3.5 | 13.3
COc1cccc(NC(=O)c2nn(C34CC5CC(CC(C5)C3)C4)cc2[N+](=O)[O-])c1 | nt | 3.1
COc1ccc(C2Nc3ccccc3C(=O)N2Cc2ccccc2)cc1COc1ccccn1 (centres undefined) | nt | -2.2
COc1ccc(Cl)cc1-c1nc(-c2ccncc2)no1 | -30.4 | 12.6
Cc1cc(=O)n(-c2ccc(O)cc2)[nH]1 | -19.3 | nt
Cc1nc2nc(C)c(CCC(=O)NCCC3=CCCCC3)c(C)n2n1 | -12.9 | -68.8
O=C(NNC(=O)c1ccccc1O)c1ccc(Cl)cc1 | nt | -10.6
CCOC(=O)N1CCC(N2Cc3cccc(C(=O)NCc4ccccc4OC)c3C2=O)CC1 | -31.6 | -7.1
CCCOc1ccc(N2C(=O)CC(N(CCc3ccc(OC)cc3)C(=O)c3cccc(F)c3)C2=O)cc1 (centres undefined) | nt | 8.7
COC(=O)c1ccc(NC(=O)COc2ccc(S(=O)(=O)N3CCCCC3)cc2)cc1 | nt | -1.6
CC1(C)CN=C(Nc2nc3ccccc3s2)S1 | -11.2 | -10.0
O=C(Nc1cccc(C(F)(F)F)c1)c1cnc2n(c1=O)CCS2 | 6.6 | -10.4

New compounds follow
Molecule | HIV RNase H inh | RmlCD inh mix
CCn1c(Cc2ccccc2)nnc1SCC(=O)Nc1ccc(N2CCOCC2)c(Cl)c1 | -13.8 | 4.3
COCCn1c(-c2cc(OC)c(OC)c(OC)c2)nc2nc3ccccc3nc21 | -6.7 | nt
CC(C)OC(=O)CSc1nnc2n1C(C)(C)Cc1ccccc1-2 | -4.1 | -1.2
CC(C)(CCl)C(=O)Nc1ccc(Sc2ccc(F)cc2)cc1 | nt | -17.4
Cc1[nH]n2c(=O)cc(Cc3ccccc3)nc2c1C#N | 8.3 | 4.4
COc1cccc(CN=CC2=C(O)CC(C)(C)CC2=O)c1OC | 0.9 | -10.0
O=C(O)c1cn(-c2ccccc2)c(=O)c2ccccc12 | nt | 2.8
CC1(C)Cc2c(sc3nc(-c4cc5ccccc5o4)n(N)c(=O)c23)CO1 | 1.7 | 6.9
O=C(Nc1nccs1)c1ccc(Cl)c(S(=O)(=O)N2CCOCC2)c1 | -1.9 | 5.2
COc1ccc(-c2nc(NC(=O)C3CCN(c4nc5ccccc5o4)CC3)sc2C)cc1 | 18.0 | -4.4
CCOC(=O)COc1ccc2c3c(c(=O)oc2c1C)CCC3 | -7.1 | 4.3
O=C1CN(C(=O)c2ccco2)C(c2ccccc2)c2cc(Cl)ccc2N1 (centres undefined) | 4.4 | 2.7

Structural class: the entries above with a CF3 group.
Molecule | HIV RNase H inh | RmlCD inh mix
O=C(c1cccc(F)c1)N1CCN(S(=O)(=O)c2ccc(C(F)(F)F)cc2)CC1 | -3.5 | 13.3
O=C(Nc1cccc(C(F)(F)F)c1)c1cnc2n(c1=O)CCS2 | 6.6 | -10.4

Next compounds.
Molecule | HIV RNase H inh | RmlCD inh mix
CN(C)c1ccc(NC(=O)Cn2c(=O)n(Cc3ccccc3)c(=O)c3ccccc32)cc1 | 43.3 | -8.6
Cn1c(COc2ccccc2)nnc1SCCSc1nnc(COc2ccccc2)n1C | -4.1 | 3.3
CC1(C)COCN1S(=O)(=O)c1ccc(C(=O)Nc2nnc(-c3ccc(Cl)s3)o2)cc1 | 28.6 | nt
O=S(=O)(NC1CCCCC1NCc1ccco1)c1ccccc1 (centres undefined) | -6.6 | -16.1
CCn1cc(Br)c(C(=O)Nc2ccc(OC)cc2)n1 | 0.6 | -9.7
COc1cccc(C(=O)Nc2ccc(-c3nnc(-c4ccco4)o3)cc2)c1 | 12.2 | 6.0
O=c1cc(CO)oc(C(Nc2ccccn2)c2ccc(C(F)(F)F)cc2)c1O (centres undefined) | -6.5 | -6.7
COCCCNC(=O)CN(C1CCCCC1)S(=O)(=O)c1ccc(C)cc1 | -2.2 | 2.1
Cc1nnc(SCc2ccc(Cl)cc2Cl)[nH]c1=O | -5.4 | 10.0
Cc1ccc(C2(O)CC(C)N(C)CC2C)cc1 (centres undefined) | -2.9 | 5.4
Cn1nnnc1SCC(=O)N1CCc2ccccc2C1 | -3.6 | -13.0
O=C(N1CCCCC1)C12CC3CC(CC(C3)C1)C2 | nt | -10.6

(more compounds)
Molecule | HIV RNase H inh | RmlCD inh mix
COc1ccc(C2C(C(=O)NCCN3CCOCC3)c3ccccc3C(=O)N2C2CCCCC2)cc1 (centres undefined) | -12.6 | 4.9
Cc1cc(NC(=O)COC(=O)c2cc(S(=O)(=O)N3CCOCC3)ccc2N2CCCCC2)no1 | nt | 1.8
Cc1ccc(-c2cc(C(=O)NCc3cccnc3)no2)cc1 | -17.2 | 10.9
O=C(Nc1ccc(F)c(Cl)c1)C1CCN(S(=O)(=O)c2cccnc2)CC1 | nt | 5.5
CCOc1cc(-c2noc(-c3ccncc3)n2)cc(Br)c1OC | -11.1 | -5.5
COc1ccc(NC(C)=O)cc1NC(=O)CSc1nnc(-c2ccncc2)n1C | 5.4 | -4.8
Cc1ccc2oc(-c3ccccc3C(=O)O)cc(=O)c2c1 | -5.2 | -13.8
CCC(=O)Nc1ccc(S(=O)(=O)Nc2cc(C)on2)cc1 | nt | -6.9
CC1=C(C(=O)OC(C)C)C2(O)C(=O)c3ccccc3C2(O)N1 (centres undefined) | nt | -4.7
CC(C)(C)C1CCc2c(sc(N)c2C(N)=O)C1 (centres undefined) | -11.6 | -13.5
CC(=O)OCCNC(=O)Cn1cnc2c1c(=O)n(C)c(=O)n2C | 14.4 | 1.4
O=C(CC(c1ccccc1)C1CCCCC1=O)c1ccco1 (centres undefined) | nt | 6.2

Other records.
Molecule | HIV RNase H inh | RmlCD inh mix
COCCNC(=O)c1cc(-c2ccccc2OC)on1 | -19.0 | 8.3
O=C(NCCN1CCOCC1)N1c2ccccc2Sc2ccccc21 | nt | -26.6
CCOc1ccccc1C(=O)NCC(=O)OCC(=O)N1C(C)CCCC1C (centres undefined) | 3.3 | 2.7
CC12CCCCC1(O)[N+](=O)C1=C(CCCC1)N2[O-] (centres undefined) | 5.9 | -5.9
CC(C)NC(=O)CSc1nnc2sc3ccccc3n12 | 0.3 | 8.6
O=C(Nc1nnc(C2CCCC2)s1)C1CCN(S(=O)(=O)c2ccc(Cl)cc2)CC1 | -3.2 | 5.3
CCCCCCCCCNC(=O)[C@H](NC(=O)COc1ccccc1)[C@@H]1NC(C(=O)OC)C(C)(C)S1 (some centres undefined) | nt | 2.6
O=C(CN1CC=C(c2ccccc2)CC1)NC(=O)NCc1ccco1 | 13.5 | -9.8
Cc1ccc(-c2[nH]c3ccccc3c2SCCNC(=O)c2ccc(S(=O)(=O)N3CCOCC3)cc2)cc1 | nt | -4.2
Cc1ccc(-n2c(SCc3cc(=O)n4ccsc4n3)nnc2-c2cccnc2)c(C)c1 | 17.2 | nt
COc1ccccc1-n1c(N)c(C(=O)NCC2CCCO2)c2nc3ccccc3nc21 (centres undefined) | -3.4 | -38.0
Cc1cc(C)cc(N=c2c([N+](=O)[O-])nn(-c3cccc(Cl)c3)n2O)c1 | nt | -17.7

Sorted by molar mass (highest first): part of the list above.
Molecule | HIV RNase H inh | RmlCD inh mix
Cc1ccc(-n2c(SCc3cc(=O)n4ccsc4n3)nnc2-c2cccnc2)c(C)c1 | 17.2 | nt
COc1ccccc1-n1c(N)c(C(=O)NCC2CCCO2)c2nc3ccccc3nc21 (centres undefined) | -3.4 | -38.0
CCOc1ccccc1C(=O)NCC(=O)OCC(=O)N1C(C)CCCC1C (centres undefined) | 3.3 | 2.7
O=C(NCCN1CCOCC1)N1c2ccccc2Sc2ccccc21 | nt | -26.6
O=C(CN1CC=C(c2ccccc2)CC1)NC(=O)NCc1ccco1 | 13.5 | -9.8
CC(C)NC(=O)CSc1nnc2sc3ccccc3n12 | 0.3 | 8.6

Next section:
Molecule | HIV RNase H inh | RmlCD inh mix
CN1CCCN(C(=O)Cc2c(Cl)cccc2Cl)c2nc3ccccc3nc21 | -1.4 | 14.1
CCc1nnc(NC(=O)c2ccc(S(=O)(=O)NCC(C)C)cc2)s1 | -1.1 | -12.4
COCCn1nc2cc(C(=O)NCc3cc(C(F)(F)F)cc(C(F)(F)F)c3)ccc2c1OC | nt | ?
COc1ccc(OC)c(C2CC(=O)C(C)C(c3cc(OC)ccc3OC)N2)c1 (centres undefined) | nt | -0.3
CNc1nc(OCC(F)(F)F)nc(N2CCOCC2)n1 | nt | -9.1
CC(C)CNC(=S)NNC(=O)c1ccccc1OC(F)F | nt | 3.8
CCNC(=O)CN1C(=O)NC2(CCCc3cc(OC)ccc32)C1=O (centres undefined) | nt | -2.7
O=C(CCCOc1ccccc1)Nc1nccs1 | 5.2 | 1.5
Cc1ccc(N/C=C(/C#N)c2ccsc2)cc1C | nt | 6.6
COc1ccc(C(c2nnnn2Cc2cccs2)N2CCN(c3ccccc3F)CC2)cc1OC (centres undefined) | -21.0 | nt
CCc1c(O)nc(SCC(=O)Nc2ccc(OC)cc2)n(C2CCCCC2)c1=O | -6.6 | 9.6
O=C(CCc1nc2ccccc2[nH]c1=O)OCC(=O)c1ccc(Cl)cc1 | nt | -3.7

Additional results follow:
Molecule | HIV RNase H inh | RmlCD inh mix
CC(=O)Nc1ccccc1Nc1cc(C#N)c(C#N)cc1[N+](=O)[O-] | nt | 9.1
O=C1CC(c2ccc(F)cc2)Cc2nc(N3CCOCC3)ncc21 (centres undefined) | -43.0 | 1.2
Cn1c2c(c(=O)n(C)c1=O)C(c1ccccc1OC(F)F)C1=C(CCCC1=O)N2 (centres undefined) | -2.1 | 11.8
Cc1ccc2nc(-c3ccc(NC(=S)NC(=O)CC(C)C)cc3)sc2c1 | nt | -1.8
CN(C)c1nc2n(c(=S)n1)CCS2 | 1.8 | 2.7
CCOC(=O)CSc1nnnn1-c1cccc2ccccc12 | -126.2 | -21.8
CCNc1nc(Oc2ccc(C(=O)OC)cc2)nc(N(C)C)n1 | -0.6 | nt
CC(C(=O)NCC1CCCO1)N(C(=O)c1snc(C(N)=O)c1N)c1ccccc1 (centres undefined) | -1.9 | -5.5
Cc1cc(NC2CCCCC2)nc(-c2ccccc2O)n1 | nt | -2.9
OCCNc1nc2ccccc2n1-c1ccccc1 | -3.7 | 13.6
Cc1c(C(=O)O)sc(=S)n1-c1ccc(Cl)cc1 | nt | -7.9
O=C(CCn1cnc2ccccc2c1=O)Nc1ccc(S(=O)(=O)N2CCCC2)cc1 | -9.1 | 8.6

Six entries drawn at random from the list so far, as already listed:
Molecule | HIV RNase H inh | RmlCD inh mix
O=C(CCc1nc2ccccc2[nH]c1=O)OCC(=O)c1ccc(Cl)cc1 | nt | -3.7
CCc1nnc(NC(=O)CCC(=O)N2CCN(Cc3ccc(Cl)cc3)CC2)s1 | -4.1 | -9.3
O=C(Nc1nnc(C2CCCC2)s1)C1CCN(S(=O)(=O)c2ccc(Cl)cc2)CC1 | -3.2 | 5.3
CCn1c(Cc2ccccc2)nnc1SCC(=O)Nc1ccc(N2CCOCC2)c(Cl)c1 | -13.8 | 4.3
O=C(Nc1ccc(F)c(Cl)c1)C1CCN(S(=O)(=O)c2cccnc2)CC1 | nt | 5.5
COc1ccc(Cl)cc1-c1nc(-c2ccncc2)no1 | -30.4 | 12.6

The list continues.
Molecule | HIV RNase H inh | RmlCD inh mix
CCOc1ccc2nc(NC(=O)CN3CCC(n4nnc5cc(F)ccc54)CC3)sc2c1 | 0.5 | 2.8
CCn1c(O)c(/C=C2\C=Nc3ccccc32)sc1=Nc1ccc(C)cc1 | nt | 8.2
CC(C)C(=O)Nc1cccc(C(=O)NCc2ccc3c(c2)OCO3)c1 | 7.3 | -9.4
CCSc1oc(-c2cccs2)nc1S(=O)(=O)c1ccccc1 | -38.8 | -12.9

Compound activity as filed in PubChem BioAssay.
